Assay outcomes deposited in PubChem BioAssay by several laboratories.
Rin1-Abl PPI inh – inhibitors of Rin1-Abl protein binding, primary screen, biochemical, TR-FRET | actives 0.4% (n = 360,000) | Tyrosine-protein kinase ABL1 (Homo sapiens) + Ras and Rab interactor 1 (Homo sapiens), … | inhibition, % at 7.35 µM; in the data active = inhibition above about 5%, passing the limit was not always enough
SUMO1 PPI mod – modulators of SUMO1 protein-protein interactions, primary screen, biochemical, uHTS | Small ubiquitin-related modifier 1 (Homo sapiens), P63165 | SUMO1 binding to a labelled peptide, TR-FRET, 1 h | inhibition, % at 20 µM | actives 0.33% (n = 360,000) | AID 602429, 2012; in the data active = inhibition above about 37%
Target sequence (P63165 whole entry, looked up): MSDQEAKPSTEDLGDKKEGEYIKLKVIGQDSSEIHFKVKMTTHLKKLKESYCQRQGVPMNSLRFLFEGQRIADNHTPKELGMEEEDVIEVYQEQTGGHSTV
Rpn11 block – Rpn11 (PSMD14) deubiquitinase inhibitors, primary screen, biochemical, fluorescence polarization, uHTS. 26S proteasome non-ATPase regulatory subunit 14 (Homo sapiens), O00487. human 26S proteasome, Ub4-pepOG fluorescence polarization; 20S core pre-blocked with epoxomicin. calls only at 20 µM. actives 0.59% (n = 360,000);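 active = inhibition at 20 µM, scaled to each plate's controls, above about 33%, limit read from the data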
LMPTP block – LMPTP phosphatase inhibitors, primary screen, biochemical, fluorescence intensity, uHTS; Low molecular weight phosphotyrosine protein phosphatase (Homo sapiens), P24666; recombinant LMPTP-A, OMFP fluorogenic substrate; inhibition, % at 20 µM; actives 0.22% (n = 360,000); AID 651560, 2012;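 active = compounds that cut the enzyme signal by at least half of the control window in the single-dose screen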;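 also: plate controls were DMSO wells with enzyme plus substrate for no effect and substrate without enzyme for full effect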
Target sequence (P24666 whole entry, looked up): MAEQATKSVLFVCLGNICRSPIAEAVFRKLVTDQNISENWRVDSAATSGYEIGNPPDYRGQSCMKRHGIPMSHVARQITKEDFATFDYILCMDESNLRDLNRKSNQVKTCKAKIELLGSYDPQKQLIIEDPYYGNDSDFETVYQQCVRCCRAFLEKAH
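Assay system: LMPTP-A, protein tyrosine phosphatase of low molecular weight / Medium: pH 6.0 Bis-Tris buffer with DTT and Triton X-100 / Schedule: 50 min enzyme reaction at room temperature, protected from light / Measured by: endpoint fluorescence intensity from OMFP dephosphorylation / Read-out basis: % inhibition relative to no-enzyme and uninhibited control wells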
NadD inh – inhibitors of S. aureus NadD, primary screen, biochemical, colorimetric, uHTS. Nicotinate-nucleotide adenylyltransferase NadD (Staphylococcus aureus N315). actives 0.78% (n = 360,000). inhibition, % at 20 µM. AID 602399, 2012. purified NadD enzyme, colorimetric absorbance read-out; in the data active = inhibition above about 26%; also: some compounds past the cut are filed as inactive
Scp-1 inhibitor – Scp-1 phosphatase inhibitors, primary screen, biochemical, colorimetric, uHTS; actives 0.88% (n = 340,000); Carboxy-terminal domain RNA polymerase II polypeptide A small phosphatase 1 (Homo …; inhibition, % at 20 µM; Recombinant Scp1, phosphopeptide, malachite green phosphate absorbance;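 active = inhibition above about 50% at 20 µM, limit read from the data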;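 also: plate controls were DMSO wells with enzyme for no effect and wells lacking enzyme for full effect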
Target sequence (Q9GZU7 76-261 limits assumed): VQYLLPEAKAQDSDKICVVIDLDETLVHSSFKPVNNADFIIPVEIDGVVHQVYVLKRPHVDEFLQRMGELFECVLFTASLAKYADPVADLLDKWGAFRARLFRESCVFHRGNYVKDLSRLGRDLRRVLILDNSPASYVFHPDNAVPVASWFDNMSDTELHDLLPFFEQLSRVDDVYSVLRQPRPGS
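Material – SCP-1 phosphatase catalytic domain, residues 76-261 · Buffer or medium – Acidic Tris acetate buffer with magnesium and detergent · Also added – Phospho 17-mer peptide substrate · Compound – single 20 µM dose, 1% DMSO · Times – 45 min room-temperature reaction, 5 min colour, 30 min stabiliser · Technique – Phosphate-binding colour reagent, absorbance read at 630 nm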
Neddyl block – inhibitors of cullin neddylation, primary screen, biochemical, TR-FRET, uHTS, NAE and Ubc12. NEDD8-conjugating enzyme Ubc12 (Homo sapiens) + NEDD8-activating enzyme E1 regulatory …. calls only at 25 µM. actives 0.58% (n = 360,000). AID 651699, 2012; in the data active = inhibition above about 36%
CSN deneddyl inh – inhibitors of CSN-mediated cullin deneddylation, primary screen, biochemical, fluorescence polarization, uHTS; actives 0.38% (n = 360,000); inhibition, % at 12.5 µM; COP9 signalosome complex subunit 5 (Homo sapiens), Q92905; AID 651999, 2013; Purified CSN, SCF-Nedd8-OG deneddylation;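 active = pattern-corrected inhibition above about 35%, with an unprinted fluorescence ratio check between 0.5 and 1.5, limit read from the data, passing the limit was not always enough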;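 also: 0% = enzyme with substrate and 100% = substrate without enzyme; some results filed as inactive read as strong as hits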
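Material: purified human Csn5 enzyme expressed in HEK293T cells / Medium: Tris buffer pH 7.5, NaCl, DTT, Tween-20, trehalose, ovalbumin / Compound dosing: 12.5 µM single point / Schedule: 90 min incubation of compound, enzyme and substrate at room temperature / Signal: fluorescence polarization of the substrate / Control set: no-enzyme wells high, enzyme-with-substrate wells low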
STEP inh – STEP phosphatase inhibitors, primary screen, biochemical, fluorescence intensity, uHTS. Tyrosine-protein phosphatase non-receptor type 5 (Homo sapiens), P54829. recombinant STEP, OMFP fluorogenic substrate. inhibition, % at 20 µM. actives 0.25% (n = 360,000);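 active = inhibition at 20 µM, scaled per plate between control wells, above about 37%, limit read from the data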;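 also: 0% = DMSO with enzyme and substrate and 100% = substrate only without enzyme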
Target sequence (P54829 whole entry, looked up): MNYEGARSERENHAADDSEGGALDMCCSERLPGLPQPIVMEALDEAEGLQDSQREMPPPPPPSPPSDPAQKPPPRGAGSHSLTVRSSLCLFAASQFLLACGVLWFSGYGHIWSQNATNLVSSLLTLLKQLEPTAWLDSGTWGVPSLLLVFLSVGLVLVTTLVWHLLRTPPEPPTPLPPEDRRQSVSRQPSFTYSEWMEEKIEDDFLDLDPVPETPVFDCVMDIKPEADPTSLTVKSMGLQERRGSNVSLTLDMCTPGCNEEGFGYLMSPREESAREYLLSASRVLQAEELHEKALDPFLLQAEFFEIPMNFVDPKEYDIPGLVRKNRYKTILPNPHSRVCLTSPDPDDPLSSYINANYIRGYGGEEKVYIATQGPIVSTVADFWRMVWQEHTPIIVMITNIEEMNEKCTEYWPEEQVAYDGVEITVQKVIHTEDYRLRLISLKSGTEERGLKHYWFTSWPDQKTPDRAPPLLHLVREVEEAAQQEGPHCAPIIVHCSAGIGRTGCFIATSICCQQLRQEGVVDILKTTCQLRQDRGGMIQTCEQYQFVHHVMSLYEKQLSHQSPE
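System: isolated STEP enzyme; schedule: 20 min enzyme reaction at room temperature, protected from light; medium: Bis-Tris buffer pH 6.0, 2.5 mM DTT, 0.005% Tween 20; signal: fluorescence, 480/540 nm; dosing: single compound dose of 20 µM, 1% DMSO final; also added: OMFP substrate, 25 µM final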
DNMT1 block – human DNMT1 methyltransferase inhibitors, primary screen, biochemical, molecular beacon, fluorescence, HinP1I cleavage, uHTS | inhibition (reported as % activation of signal), % at 10 µM | actives 0.83% (n = 360,000) | DNA (cytosine-5)-methyltransferase 1 (Homo sapiens), P26358; in the data active = inhibition above about 50%
Starred values were filed as active, the others as inactive; i = inactive; x = no result given; + = active, no number. No enrichment for hits, and some 3.8% of all compounds hit somewhere here.

nr	SMILES	CSN deneddyl inh	Rpn11 block	STEP inh	Scp-1 inhibitor	Rin1-Abl PPI inh	LMPTP block	SUMO1 PPI mod	DNMT1 block	Neddyl block	NadD inh
1	Clc1ccc(C(c2nnnn2CCc2ccccc2)N2CCSCC2)cc1 (stereo not drawn)	1	i	3	-2	-3	1.0	0	-8	i	-4
2	CC(=O)N(C(C)=O)c1ncn(C)c1S(=O)(=O)Nc1ccccc1	-2	i	-3	0	0	-1.9	-2	8	i	-6
3	CNS(=O)(=O)c1cccc(C(=O)NCC2CCCCC2)c1	0	i	0	-4	4	-2.3	-1	-1	i	-1
4	Oc1ccc(N=Nc2cccc(C(F)(F)F)c2)cc1C=Nc1ccc(N2CCOCC2)cc1	1	i	7	3	-1	2.5	-17	-20	i	0
5	CCOc1cc(/C=C2/NC(=O)N(CC(=O)OC)C2=O)ccc1O	-3	i	-1	-5	-1	-0.2	-17	0	i	1
6	COc1ccc2[nH]c3c(c2c1)CCN1C(=O)N([C@@H](C)C(=O)NCC2CCCO2)C(=O)[C@]31C (stereo partly drawn)	14	i	1	1	-5	-0.5	4	-12	i	-1
7	N=C1SC(c2ccccc2)C(=O)N1c1ncc(Cc2ccccc2)s1 (stereo not drawn)	-13	i	-2	0	-4	-0.9	-2	8	i	12
8	Cc1c(C(=O)NCc2ccc3c(c2)OCCO3)sc(=O)n1Cc1ccc(S(=O)(=O)N(C)C)cc1	-3	i	0	x	-3	-1.2	1	-3	i	4
9	COc1ccc(CC(=O)NNC(=O)COc2ccc(C)cc2)cc1S(=O)(=O)N1CCOCC1	-4	i	2	-5	1	-0.4	0	-3	i	3
10	Cn1cc(CN2CCN(Cc3ccccc3)C(CCO)C2)c(-c2ccccc2)n1 (stereo not drawn)	-2	i	1	-13	-2	0.1	-4	-4	i	1
11	Cc1cc2ncn(C(=O)N3CCCCC3)c2cc1C	1	i	0	-4	3	-1.2	3	5	i	3
12	NC(=O)CNC(=O)[C@@H]1CC2(CC(c3cccc([N+](=O)[O-])c3)=NO2)CN1C(=O)c1ccccc1 (stereo partly drawn)	2	i	0	-2	0	-1.2	-33	-4	i	4
13	COc1cc2c(C#CCCO)c(-c3ccc(C#N)cc3)oc(=O)c2cc1OC	2	i	2	-3	-1	1.2	5	-21	x	-3
14	O=C(/C=C/c1cccc([N+](=O)[O-])c1)Nc1cccc(NC(=O)c2cccs2)c1	1	i	1	30	2	2.5	-13	-13	i	10
15	CCc1nc2c(OCc3ccccc3C)cccn2c1N(C)C(=O)C1CC1	1	i	-3	x	-2	-1.3	6	8	i	5
16	NC(=O)c1ccccc1NC(=O)/C=C/c1ccc(Cl)cc1	1	i	-2	6	-1	0.9	0	0	x	-3
17	Cc1cccc(C(C)C)c1NC(=O)CN1C(=O)NC2(CCc3ccccc32)C1=O (stereo not drawn)	-1	i	0	1	-1	-0.2	-2	1	i	2
18	COc1cc(C(=O)NC(=S)Nc2nccs2)cc(OC)c1OC	9	i	1	-13	-4	-0.2	10	0	i	-1
19	CCN(c1ccccc1)S(=O)(=O)c1ccc2ccccc2c1	3	i	0	-25	0	3.0	-1	-3	i	-6
20	CCOC(=O)c1nn(-c2ccccc2)c(-c2ccccc2)c1C(=O)c1ccccc1	3	i	1	-12	-1	2.4	1	-3	i	-9
21	O=C(CCCC(=O)N1CCN(c2ccccc2F)CC1)N1CCN(c2ccccc2F)CC1	-2	i	0	4	-6	-0.2	1	2	i	-3
22	COc1cc(CCc2ccc3c(c2)OCO3)oc(=O)c1	-1	i	-3	-7	1	1.3	-1	0	i	-5
23	Cc1cc(C)n(C(=O)c2cc(F)c(F)cc2C)n1	2	i	-1	-7	4	-0.7	-2	-1	i	-4
24	Cc1nn(-c2ccccc2)c(Cl)c1C(=O)NCC(C)c1ccccc1 (stereo not drawn)	3	i	-1	-6	-1	0.5	6	0	i	-10
25	CC1CCC(NC(=O)c2cccn2C)CC1 (stereo not drawn)	-6	i	-1	-4	0	0.3	2	0	i	3
26	Cc1cc(C)n2c(SC(C)C(=O)NC3(C#N)CCCCC3)nnc2n1 (stereo not drawn)	1	i	0	-4	4	-1.9	0	-1	i	0
27	O=C(NC1CCCCC1)C1c2ccccc2OCC(=O)N1CC(F)(F)F (stereo not drawn)	-3	x	x	x	x	-1.8	-7	x	i	2
28	O=C(NC1CC1)C1CCN(C(=O)c2ccc(Cl)cc2Cl)CC1	-1	i	-1	-6	0	-0.9	0	0	i	-1
29	COc1ccc(C(=O)n2cc(C(=O)c3cc(C)ccc3O)cn2)cc1OC	-9	i	0	-3	-2	-1.0	4	6	+	7
30	CCc1c(C(=O)Nc2ccc(OC)c(Cl)c2)[nH]c(C)c1C(C)=O	-2	i	-2	-7	2	1.5	4	-10	i	-3
31	COCCCNC(=O)CS(=O)Cc1nc(-c2cccc(OC)c2)oc1C (stereo not drawn)	-4	i	1	5	0	-1.2	3	1	i	4
32	Cc1cccc(C)c1NS(=O)(=O)c1c(C)[nH]c(=O)[nH]c1=O	-3	i	2	-2	3	-1.2	2	1	i	6
33	Cc1c(Cl)cccc1NC(=S)N(CCN(C)C)C(C)c1ccccn1 (stereo not drawn)	5	i	-2	-10	-1	-1.9	-2	-1	i	-7
34	CCCn1cnc2c(SCc3ccccn3)nc(N)nc21	-1	i	-2	1	1	2.7	1	0	i	-2
35	CCC(=O)Nn1c(C2CCC2)nc2ccccc2c1=O	-6	i	-2	-5	4	-0.2	5	0	i	0
36	O=C(CSc1n[nH]c(-c2ccccc2Cl)n1)NC1CCCCC1	-3	i	-2	8	-1	-1.1	1	0	i	-4
37	CCOC(=O)N1CCN(C2=CC(=O)OC23CCCCC3)CC1	-2	i	0	-1	-3	1.1	-1	1	i	6
38	CC(=O)Nc1ccc(S(=O)(=O)NCCc2cc3c(C)ccc(C)c3[nH]c2=O)cc1	4	i	1	-5	-4	-1.2	0	-4	i	2
39	CCCCn1c(=O)n(CC(=O)Nc2ccc(OC)c(Cl)c2)c(=O)c2c1nc(CO)n2CCC	-2	i	2	-5	-1	-0.2	2	-4	i	3
40	CCN(CC)S(=O)(=O)c1ccc2c(c1)nc(SCC(=O)NCC1CCCO1)n2CC (stereo not drawn)	-3	i	1	-2	0	-0.2	7	-1	i	-5
41	CN(C)c1ccc(CNc2nc(-c3ccccc3)nn2S(C)(=O)=O)cc1	-2	i	2	-9	0	1.6	1	-5	i	-3
42	Cc1ccc2nc(SCC(=O)NC3CC3)[nH]c2c1	1	i	2	4	1	-1.7	-3	1	i	-7
43	COCCC(=O)N1CCC(Oc2ccc(C(=O)N3CCCCCC3)cc2)CC1	-2	i	-2	-11	-4	-0.3	1	-2	i	-2
44	CC(=O)CSc1nc(CCc2ccccc2)c(C#N)c(=O)[nH]1	-1	i	-2	-7	3	-1.5	3	2	i	-5
45	CCOc1ccc(C2CC=C(C(C)=O)CN2S(=O)(=O)c2ccc(C)cc2)cc1 (stereo not drawn)	9	i	4	x	6	0.7	6	-5	i	-1
46	Cc1ccsc1/C=N/NC(=O)c1ccc2ccccc2c1	0	i	-2	12	1	0.8	-11	8	i	0
47	O=C(NCC1CCCO1)c1ccccc1-c1nc(-c2ccccc2F)no1 (stereo not drawn)	3	i	0	-7	-4	0.3	-2	0	i	3
48	O=C(Cc1noc2ccccc12)NNC(=S)Nc1ccccc1	-3	i	-2	-6	3	-1.1	2	-2	i	-2
49	COc1ccc(C2NC(=O)NC3=C2CCc2ccccc23)cc1 (stereo not drawn)	23	i	8	-4	2	17	11	79*	i	6
50	COc1cc(/C=C2\SC(=O)N(CCNC(=O)c3cnc(C)cn3)C2=O)cc(OC)c1OC	-7	i	0	17	2	0.8	-20	8	i	-1
51	COc1ccc(N(C(=O)Cc2cccs2)C(C(=O)NC2CCCC2)c2ccncc2)cc1 (stereo not drawn)	3	i	0	-5	4	-1.7	-1	-1	i	-2
52	Cc1ccc(NC(=O)/C=C2\NC(=O)CS2)cc1	3	i	3	-1	3	0.5	1	1	i	-4
53	COc1ccccc1N1CCN(S(=O)(=O)CCNC(=O)COc2ccccc2)CC1	-3	i	1	x	1	-0.9	7	-1	i	1
54	Cn1c(CSCc2ccccc2)nnc1SCC(=O)Nc1ccc(C(=O)O)cc1	8	i	0	6	-1	-1.0	6	-1	i	1
55	Cc1coc(NC(=O)CSc2nc(-c3ccc(Cl)cc3)cc(C(F)(F)F)c2C#N)n1	2	i	-1	-5	-2	-0.2	-4	13	i	-2
56	COC(=O)c1cc(OC)c(OC)cc1NC(=O)c1cc(OC)cc(OC)c1	-9	i	-4	-7	-2	-0.1	-2	-6	x	-12
57	O=C(NCc1ccccc1)Oc1cccc(Cl)c1	4	i	-2	-21	3	-0.8	0	0	i	-8
58	COc1ccc2nc(N3C(=O)C(O)=C(C(=O)c4ccco4)C3c3ccc(OC)c(OC)c3)sc2c1 (stereo not drawn)	9	i	6	x	-1	5.9	-6	-5	i	7
59	N#CCSc1nnc(CNc2ccc(F)cc2)o1	3	i	-3	-8	-1	-1.3	-3	-6	i	-7
60	O=C1COc2ccc(C(=O)COC(=O)Cn3cnc4ccccc43)cc2N1	4	i	0	17	-2	21	-4	3	i	4
61	CCN=C(Nc1ccc(Cl)cc1)c1cccnc1	-2	i	-1	-14	3	-0.3	4	2	i	8
